# Screening results: PubChem BioAssay, The Scripps Research Institute Molecular Screening Center
# GSTO1 inh = counter-screen for RBBP9 inhibitors: inhibitors of human GSTO1; P78417; recombinant GSTO1, activity-based probe fluorescence polarization; inhibition, % at 5.96 µM; 300,000 compounds, 1.1% hits;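 active = inhibition above the campaign mean inhibition plus 3 SD, cut at about 35% in these data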;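 note: 0% = GSTO1-1 with DMSO and 100% = wells lacking GSTO1-1 enzyme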
# Target sequence (P78417 whole entry, looked up): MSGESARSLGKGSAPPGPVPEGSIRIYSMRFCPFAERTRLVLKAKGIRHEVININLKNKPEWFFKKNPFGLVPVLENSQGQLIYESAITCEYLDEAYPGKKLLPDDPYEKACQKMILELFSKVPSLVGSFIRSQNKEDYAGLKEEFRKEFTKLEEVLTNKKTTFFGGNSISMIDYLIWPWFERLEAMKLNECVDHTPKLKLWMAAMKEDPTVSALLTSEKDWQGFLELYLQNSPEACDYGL
# PAFAH2 FP inh = inhibitors of human PAFAH2; Q99487; recombinant PAFAH2, FP-rhodamine activity probe, fluorescence polarization; inhibition, % at 3.39 µM; 340,000 compounds, 0.99% hits; AID 492956;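 active = inhibition above the mean over all tested compounds plus 3 SD, cut at about 30% in these data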;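 note: inhibitors block probe labeling of enzyme so polarization drops; 0% = enzyme with DMSO and 100% = wells lacking PAFAH2 protein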
# PAD4 FP inh = PAD4 (human) enzyme inhibition | Q9UM07 | recombinant PAD4, RCA probe fluorescence polarization | inhibition, % at 6.36 µM | 330,000 compounds, 0.41% hits | AID 485272;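 active = percent inhibition above a cutoff equal to the mean of all tested compounds plus 3 SD, cut at about 15% in these data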;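 note: 0% = PAD4 with RCA probe and DMSO and 100% = probe without PAD4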
# pPAFAH FP inh = inhibitors of human plasma PAF acetylhydrolase (pPAFAH). Q13093. recombinant pPAFAH, FP-rhodamine probe fluorescence polarization. inhibition, % at 3.39 µM. 330,000 compounds, 1.5% hits;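 active = inhibition above the mean inhibition across the screen plus 3 SD, cut at about 25% in these data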;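 note: inhibitors block binding of the rhodamine activity-based probe so polarization drops; 0% = enzyme with DMSO and 100% = wells lacking pPAFAH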
# Target sequence (Q13093 whole entry, looked up): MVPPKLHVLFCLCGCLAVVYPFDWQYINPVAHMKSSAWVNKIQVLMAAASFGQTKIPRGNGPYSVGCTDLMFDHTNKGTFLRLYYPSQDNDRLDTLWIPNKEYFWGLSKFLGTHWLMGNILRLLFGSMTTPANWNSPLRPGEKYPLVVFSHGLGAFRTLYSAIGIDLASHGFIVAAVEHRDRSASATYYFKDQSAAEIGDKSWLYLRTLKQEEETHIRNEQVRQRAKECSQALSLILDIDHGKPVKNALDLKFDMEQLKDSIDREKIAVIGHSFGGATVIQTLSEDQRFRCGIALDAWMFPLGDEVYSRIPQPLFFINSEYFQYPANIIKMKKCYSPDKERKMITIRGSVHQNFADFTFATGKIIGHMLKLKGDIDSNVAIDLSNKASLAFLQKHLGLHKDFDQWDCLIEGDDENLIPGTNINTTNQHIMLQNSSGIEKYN
# PAFAH1B3 inh = blocks human PAF acetylhydrolase 1B catalytic subunit 3. Q15102. recombinant PAFAH1B3, FP-rhodamine probe, fluorescence polarization. inhibition, % at 3.39 µM. 340,000 compounds, 0.28% hits. AID 492972;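 active = inhibition above the screen-wide average of all tested compounds plus 3 SD, cut at about 25% in these data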;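 note: 0% = enzyme with DMSO only and 100% = wells lacking PAFAH1B3 protein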
# Target sequence (Q15102 whole entry, looked up): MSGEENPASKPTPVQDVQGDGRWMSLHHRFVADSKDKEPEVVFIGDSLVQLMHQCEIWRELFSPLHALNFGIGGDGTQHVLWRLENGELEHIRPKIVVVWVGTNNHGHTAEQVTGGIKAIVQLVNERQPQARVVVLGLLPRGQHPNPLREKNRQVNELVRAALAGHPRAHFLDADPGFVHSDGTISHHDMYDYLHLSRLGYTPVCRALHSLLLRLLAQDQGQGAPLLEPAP
# PAFAH1B2 inh = blocks human PAF acetylhydrolase 1b catalytic subunit 2; P68402; recombinant PAFAH1B2, FP-rhodamine activity probe, fluorescence polarization; inhibition, % at 3.39 µM; 340,000 compounds, 1.2% hits; AID 492953;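 active = inhibition above the mean of all tested compounds plus 3 SD, cut at about 24% in these data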;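 note: 0% = enzyme with DMSO and 100% = wells lacking PAFAH1B2; many of its hits are not listed in these tables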
# PME-1 primary = blocks human protein phosphatase methylesterase 1; Q9Y570; recombinant PME-1, FP-Rh probe fluorescence polarization; inhibition, % at 5.9 µM; 320,000 compounds, 0.53% hits;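 active = inhibition above the campaign mean of all compounds plus 3 SD, cut at about 26% in these data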;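 note: competitive labeling of PME-1 active site by serine hydrolase directed probe; 0% = PME-1 with DMSO and 100% = wells lacking PME-1 enzyme; inhibitors block probe labeling so polarization falls and inhibition rises; many of its hits are not listed in these tables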
# LYPLA1 inh = LYPLA1 (human) inhibition in PME1 counter-screen. AID 2174. recombinant LYPLA1, FP-Rh probe fluorescence polarization. O75608. 320,000 compounds, 0.16% hits. inhibition, % at 5.9 µM;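 active = inhibition above the mean of all tested compounds plus 3 SD, set per campaign, cut at about 14% in these data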;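 note: inhibitors block serine hydrolase probe labeling of LYPLA1 so polarization falls; 0% = enzyme with DMSO and 100% = wells lacking LYPLA1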
# Fam108B inh = counter-screen for RBBP9 inhibitors: inhibitors of mouse Fam108B | 300,000 compounds, 0.33% hits | recombinant Fam108B, FP-Rh probe fluorescence polarization | inhibition, % at 9.51 µM;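 active = inhibition above the screen mean inhibition plus 3 SD, computed separately per campaign, cut at about 18% in these data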;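 note: inhibitors lower polarization as less probe binds the enzyme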
# * hit, by the source's call; . = no result given. The list is partial (hit frequency here may not be typical).
# Values run as follows: GSTO1 inh	PAFAH2 FP inh	PAD4 FP inh	pPAFAH FP inh	PAFAH1B3 inh	PAFAH1B2 inh	PME-1 primary	LYPLA1 inh	Fam108B inh
1) NS(=O)(=O)c1ccc(NC(=O)CSc2nnc(Cc3cccs3)n2-c2ccccc2)cc1
→ 0	-4	1	6	3	0	-9	-5	-10
2) COc1ccc(-n2c(CCC(=O)O)ccc2-c2ccc(F)cc2)c(OC)c1
→ 0	6	-1	9	5	-1	0	-5	-5
3) COc1cccc2cc(-c3csc(CCn4nc(C)cc4C)n3)c(=O)oc12
→ -1	7	-3	3	0	-1	2	-4	0
4) CC1(C)Cc2c(C#N)c(NCCN3CCOCC3)nc(-c3ccccc3)c2CO1
→ 2	-4	-3	2	2	4	0	0	7
5) CN(C)CCCNC(=O)CC1C[C@H](C(=O)N2CCOCC2)[C@@]2(CCC3CCCC3)c3[nH]c4ccccc4c3CCN2C1=O (some centres undefined)
→ .	6	4	-1	7	3	.	.	.
6) CC(C)Oc1ccc(S(=O)(=O)N2CCOCC2)cc1NC(=O)C1CCCCC1
→ .	1	2	0	8	6	2	1	.
7) Cc1noc(C)c1NC(=O)Nc1cccc2c1O[C@@H](CN(C)C(=O)Nc1ccc3c(c1)OCO3)[C@@H](C)CN([C@H](C)CO)C2=O
→ .	5	2	2	8	4	.	.	.
8) CC1CCCCC1NC(=O)CCNC(=O)N1CC(=O)Nc2ccccc21 (centres undefined)
→ 4	-2	0	-5	4	5	1	1	-3
9) Cc1ccc(CN(Cc2ccccn2)C(=O)Nc2c(F)cccc2F)cc1
→ 13	-4	-2	5	9	4	-4	-1	-2
10) Cc1cc(NCCCn2ccnc2)n2ncc(-c3ccccc3)c2n1
→ -1	7	2	5	-1	-2	7	1	11
11) CCN1CC(CNCc2cn(-c3ccc(OC)cc3)nc2-c2ccccc2Cl)CC1=O (centres undefined)
→ 0	3	-6	4	0	3	5	-1	-2
12) N/C(=N\OC(=O)Cc1cccs1)c1ccc(Cl)cc1
→ -3	0	-2	11	-2	14	-4	-1	-2
13) C=CCNC(=O)C(=O)NCC1CCCN1CC (centres undefined)
→ -1	1	1	3	5	2	-8	-5	-3
14) Cc1c(NC(=O)CN2CCN(c3cccc(Cl)c3)CC2)c(=O)n(-c2ccccc2)n1C
→ -5	1	-3	-3	-6	5	1	-2	-2
15) S=c1[nH]nc(-c2ccco2)n1/N=C/c1ccccc1
→ -2	-2	1	2	10	4	1	1	4
16) Cc1ccc(NC(=O)CN2C(=O)C(C)Oc3ccccc32)nc1 (centres undefined)
→ 4	-7	-2	-2	6	7	-1	-2	3
17) COc1ccc2[nH]c3c(c2c1)CCN1C(=O)C(CC(=O)NCCC2=CCCCC2)C[C@H](C(=O)N2CCOCC2)[C@@]31CCC1CCCC1 (some centres undefined)
→ .	-1	-1	1	3	2	.	.	.
18) CN(C)C(=O)c1ccc(NC(=O)c2cccc(S(=O)(=O)N3CCCc4ccccc43)c2)cc1
→ -7	2	9	-1	0	-3	-5	-5	-1
19) CC1CCCC(NC(=O)COC(=O)c2ccc(Br)o2)C1C (centres undefined)
→ .	27	-2	12	6	7	.	.	.
20) CNC(=O)c1ccc(Oc2ccc(C(=O)NC)cc2)cc1
→ 8	10	-2	2	3	6	4	3	2
21) CCn1c(C)nc2cc(S(=O)(=O)C(F)(F)C(F)C(F)(F)F)ccc21 (centres undefined)
→ 14	0	3	7	7	0	1	-3	-5
22) CCOC(=O)CCCNC(=O)CSc1nnc(-c2ccccc2)c(-c2ccccc2)n1
→ 5	-2	-3	-1	5	0	5	-5	0
23) O=C(Nc1nnc(COc2ccccc2)s1)Nc1ccccc1F
→ 2	-1	4	4	4	3	-6	-3	-4
24) CCOc1ccc(/C=C/C(=O)N(CC)CC(=O)Nc2ccc3c(c2)OCCO3)cc1OCC
→ 2	-2	0	4	9	2	2	-2	3
25) O=C(CS(=O)Cc1ccccc1Cl)Nc1ccccc1Cl (centres undefined)
→ 8	2	-13	-4	5	7	-5	-6	-4
26) CCOC(=O)c1cnc2nc(C(F)(F)F)[nH]n2c1=O
→ -11	0	-2	0	10	6	-5	-1	-3
27) CC(=O)Nc1ccccc1C(=O)N1CC2(C)CC1CC(C)(C)C2 (centres undefined)
→ -6	3	1	4	5	9	4	2	-2
28) OC[C@H]1OC(O)C[C@@H](O)[C@@H]1O (some centres undefined)
→ 7	-3	-1	4	8	0	1	-1	0
29) CC(C)OC(=O)NS(=O)(=O)c1cccc([N+](=O)[O-])c1
→ -1	-3	-6	7	1	-3	-10	-1	0
30) COc1cccc(CN(C)C(=O)CCN=C2NS(=O)(=O)c3ccccc32)c1OC
→ .	7	1	-1	7	3	4	1	.
31) COC(=O)c1cc(-c2ccc(OC)cc2F)nc2nc(SC)[nH]c(=O)c12
→ -20	1	-1	3	0	-5	3	0	2
32) Cc1cc(C)c(O)c(C2(O)C(=O)c3ccccc3C2=O)c1
→ 6	9	-3	3	9	2	7	1	5
33) Cn1nccc1C(=O)N1CCN(c2ccc(F)cc2)CC1
→ 2	-1	-3	-1	-2	0	1	-2	6
34) Cc1ccsc1C(=O)NCCc1nnc2ccccn12
→ 3	1	0	3	3	1	-2	-5	-1
35) COC(C(=O)NCc1ccccc1C)c1ccccc1 (centres undefined)
→ 1	-8	3	5	-4	5	-3	1	1
36) Cn1c(SCc2ccc(C#N)cc2)nnc1-c1ccccc1
→ -1	-3	-5	1	9	8	1	0	1
37) COC(=O)c1cc(Br)c(=O)n(-c2cc(C)on2)c1
→ -6	-9	-2	1	14	-3	-4	-1	1
38) N/C(CCN1CCCCC1)=N/O
→ 0	-5	-3	-2	7	2	-2	0	-1
39) COc1ccc(/C=C2\CCC/C(=C\C=N\N(C)C)C2=O)cc1
→ -4	-2	-2	12	6	-7	-2	0	2
40) CCC1=Nc2ccc(Br)cc2C(c2ccccc2)N1CC(=O)OC (centres undefined)
→ 1	5	1	4	8	7	-2	-1	-1

# Continued.
item | Molecule | GSTO1 inh | PAFAH2 FP inh | PAD4 FP inh | pPAFAH FP inh | PAFAH1B3 inh | PAFAH1B2 inh | PME-1 primary | LYPLA1 inh | Fam108B inh
41 | COC(=O)CCC(=O)OC1(C)C(=O)C2=CN(CC3CC3)C(c3ccc(OC)cc3)=CC2=C(Br)C1=O (centres undefined) | 51* | 0 | -3 | 16 | 12 | -4 | 3 | 0 | 7
42 | COc1cc(C=C2C(=O)c3ccccc3C2=O)cc(OC)c1 | -9 | 16 | -16 | 0 | 2 | -3 | 4 | -2 | -1
43 | CCn1c(SCC(=O)Nc2nc(C)c(C)s2)nnc1-c1cccs1 | 0 | -2 | 4 | 2 | 10 | 1 | -2 | 3 | 10
44 | COc1ccc(C(=O)Nc2cc(OCc3ccccc3)c(Cl)cc2Cl)cc1 | -6 | -14 | -8 | 3 | 4 | -1 | -2 | -5 | -2
45 | CC(=O)NC(C(=O)c1ccccc1)N1CCCCC1 (centres undefined) | -6 | -9 | 7 | 2 | 2 | 8 | 1 | 5 | 1
46 | Cc1ccc(NC(=O)C(C)NS(=O)(=O)c2ccc(F)cc2)cc1C (centres undefined) | -2 | -1 | -1 | 6 | 6 | 0 | -1 | 2 | 1
47 | CC(=O)c1cc(C#N)c(N2CC(C)OC(C)C2)nc1C (centres undefined) | 7 | 5 | -8 | -3 | 7 | 2 | -6 | -2 | 3
48 | CCC1=NC(c2ccccc2OC)N(O)C1(C)C (centres undefined) | 3 | 0 | 4 | -1 | 12 | 10 | 3 | 1 | 0
49 | CCc1ccc(/C=C2\SC(N3CCOCC3)=NC2=O)cc1 | -3 | 8 | 4 | 4 | 4 | -1 | 2 | -1 | 0
50 | CCSC1=NCCN1C(=O)Cc1ccc(-c2ccccc2)cc1 | 8 | 3 | 1 | 7 | 8 | -3 | -4 | 2 | -2
51 | Cc1ccc(C2c3c(oc4ccccc4c3=O)C(=O)N2c2nncs2)cc1 (centres undefined) | 9 | 3 | 1 | 10 | 3 | 2 | 4 | 1 | 1
52 | CCC(C)(C)NCC(=O)Nc1ccc(OC(F)(F)F)cc1 | 3 | 5 | 4 | 0 | 8 | 10 | 3 | 3 | 0
53 | O=C(c1cccc(F)c1)N1CCN(c2cc(N3CCCCC3)c(F)cc2[N+](=O)[O-])CC1 | 3 | 0 | 2 | 8 | 1 | -3 | 3 | 3 | 3
54 | CCOC(=O)C(Cc1ccc(Cl)cc1Cl)c1ccno1 (centres undefined) | 10 | 7 | -3 | 10 | 2 | 1 | -5 | 3 | -8
55 | S=c1[nH]nc(COc2ccc(Cl)cc2)n1-c1ccccc1 | -2 | 0 | 1 | 7 | 6 | 9 | -1 | -5 | -2
56 | COc1cc(/C=N/Nc2ccccc2)ccc1O | 23 | -5 | 0 | 3 | 7 | 0 | 2 | 1 | 3
57 | Cc1onc(-c2c(Cl)cccc2Cl)c1C(=O)N1CCCc2ccccc21 | 7 | 4 | 0 | 5 | 6 | -3 | 2 | 1 | 1
58 | Cc1noc(C)c1NC(=O)N(C)C[C@H]1Oc2c(NC(=O)Nc3ccc(C(F)(F)F)cc3)cccc2C(=O)N([C@H](C)CO)C[C@@H]1C | . | -1 | 1 | 9 | 4 | 4 | . | . | .
59 | CC(NC(=O)Cn1cc(Br)c([N+](=O)[O-])n1)c1ccccc1 (centres undefined) | -3 | 4 | 0 | 6 | 9 | 1 | -3 | 3 | 1
60 | Cc1cc(C)c2c(=O)[nH]n(C(C)C)c2n1 | 6 | -4 | -1 | 7 | 2 | -2 | 5 | -1 | -2
61 | Cc1nnn(C23CC4CC(CC(CC(=O)Nc5ccc(C)c(Cl)c5)(C4)C2)C3)n1 | -4 | 1 | -5 | 10 | 0 | 2 | -1 | -4 | -6
62 | COC(=O)C(C)(C)ONC(=O)Nc1ccc(C)cc1 | 3 | -4 | 4 | 5 | 8 | 1 | 3 | -1 | 3

# Records 61 to 62, reprinted for reference:
item | Molecule | GSTO1 inh | PAFAH2 FP inh | PAD4 FP inh | pPAFAH FP inh | PAFAH1B3 inh | PAFAH1B2 inh | PME-1 primary | LYPLA1 inh | Fam108B inh
61 | Cc1nnn(C23CC4CC(CC(CC(=O)Nc5ccc(C)c(Cl)c5)(C4)C2)C3)n1 | -4 | 1 | -5 | 10 | 0 | 2 | -1 | -4 | -6
62 | COC(=O)C(C)(C)ONC(=O)Nc1ccc(C)cc1 | 3 | -4 | 4 | 5 | 8 | 1 | 3 | -1 | 3

# Fetched by structure from the list above:
item | Molecule | GSTO1 inh | PAFAH2 FP inh | PAD4 FP inh | pPAFAH FP inh | PAFAH1B3 inh | PAFAH1B2 inh | PME-1 primary | LYPLA1 inh | Fam108B inh
56 | COc1cc(/C=N/Nc2ccccc2)ccc1O | 23 | -5 | 0 | 3 | 7 | 0 | 2 | 1 | 3
47 | CC(=O)c1cc(C#N)c(N2CC(C)OC(C)C2)nc1C (centres undefined) | 7 | 5 | -8 | -3 | 7 | 2 | -6 | -2 | 3
45 | CC(=O)NC(C(=O)c1ccccc1)N1CCCCC1 (centres undefined) | -6 | -9 | 7 | 2 | 2 | 8 | 1 | 5 | 1
57 | Cc1onc(-c2c(Cl)cccc2Cl)c1C(=O)N1CCCc2ccccc21 | 7 | 4 | 0 | 5 | 6 | -3 | 2 | 1 | 1
48 | CCC1=NC(c2ccccc2OC)N(O)C1(C)C (centres undefined) | 3 | 0 | 4 | -1 | 12 | 10 | 3 | 1 | 0
50 | CCSC1=NCCN1C(=O)Cc1ccc(-c2ccccc2)cc1 | 8 | 3 | 1 | 7 | 8 | -3 | -4 | 2 | -2
